Source: PubChem BioAssay (National Center for Advancing Translational Sciences (NCATS))
RORgamma inh – qHTS for inhibitors of ROR gamma transcriptional activity; Nuclear receptor ROR-gamma (Mus musculus), P51450; actives 5.4% (n = 310,000); Potency, µM (series often up to 53.6 µM), inactives show top-dose activity change, negative = inhibition, actives largely listed as inhibitors; Drosophila S2 Gal4-RORgamma UAS-luciferase reporter, 20 h; further: potency means the concentration at half of the fitted maximal effect; on the % scale 0 is the no-effect control and ±100 the full control effect; nearly all actives have a fitted effect of over 60% in size
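Using a luciferase readout, inhibitors were identified by reduced reporter activity in Drosophila cells coexpressing a copper-inducible Gal4–ROR gamma fusion and UAS-driven Photinus luciferase, incubated 20 hr after 700 uM copper sulfate.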
NPC1 promoter act – qHTS Assay for NPC1 Promoter Activators; actives 2.4% (n = 320,000); Huh7 NPC1 promoter luciferase reporter, 24 h; Potency, µM (titrated, usually from 9.22 µM), for the others: at the highest dose activation, most hits filed as activators;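 further: potency means the concentration at half of the fitted maximal effect; % of control where 0% means no effect; nearly all actives have a fitted effect of over 60% in size; reporter is driven by a mutant NPC1 promoter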
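NPC1 promoter–luciferase Huh7 cells; 24 h compound; luminescence.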
FLuc modulator – qHTS profiling assay for firefly luciferase inhibitor/activator using purifed enzyme and Km concentrations of substrates (counterscreen for miR-21 project). Luciferin 4-monooxygenase (Photinus pyralis), P08659. purified FLuc, Km substrates, luminescence inhibition. Potency, µM (titrated, usually from 57.5 µM), inactives show at the highest dose activity change, negative = inhibition, hits mostly inhibitors. actives 6.9% (n = 360,000);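 further: potency means the concentration at half of the fitted maximal effect; plate controls were vehicle for no effect and reference inhibitor for full effect; nearly all actives have a fitted effect of over 55% in size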
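Purified P. pyralis luciferase (10nM final) with 10uM D-luciferin and 10uM ATP (Km levels) in 50mM Tris acetate pH 7.5, 10mM Mg acetate, 0.01% Tween-20, 0.05% BSA; qHTS 6-point titration, ~60 µM downward; luminescence read.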
Rab9 promoter act – qHTS Assay for Rab9 Promoter Activators. AID 485297, 2010. Huh7 Rab9 promoter-luciferase reporter, luminescence, 24 h. Potency, µM (top dose mostly 9.22 µM), for the others: at the top dose activation, negative = inhibition, usual class: activators. actives 2.8% (n = 320,000); further: potency means the concentration at half of the fitted maximal effect; % of control where 0% means no effect; nearly all actives have a fitted effect of over 60% in size
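Luciferase signal after 10 min detection reagent at ambient indicates Rab9 promoter upregulation; stably transfected Huh7 cells were treated 24 h with compound in DMSO at 37 °C, 5% CO2.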
VP16 counter – VP16 counterscreen qHTS for inhibitors of ROR gamma transcriptional activity | Drosophila S2 Gal4-VP16 UAS-luciferase, luminescence, 20 h | Potency, µM (doses to about 53.6 µM), for the others: top-dose activity, negative = inhibition, hits mostly inhibitors | actives 3.5% (n = 310,000);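 further: Gal4-VP16 expression switched on by copper sulfate through the metallothionein promoter; potency means the concentration at half of the fitted maximal effect; on the % scale 0 is the no-effect control and ±100 the full control effect; nearly all actives have a fitted effect of over 50% in size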
p53 reactivation – qHTS assay for re-activators of p53 using a Luc reporter | Potency, µM (series often up to 92.2 µM), for the others: at the highest dose activity change, positive = activation, usual class: activators | actives 0.063% (n = 320,000) | H1299 p53-A138V BP100-luciferase reporter, luminescence, 24 h; further: potency means the concentration at half of the fitted maximal effect; % of control where 0% means no effect; nearly all actives have a fitted effect of over 45% in size
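H1299 (p53-null), stable ts p53-A138V + BP100-Luc; 1000 cells/well, Opti-MEM/10% FBS; cpd 4 pt, 1:5; 24 h, 37 deg C, 5% CO2; detection reagent 10 min RT; luminescence.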
ELG1 genotoxic – qHTS screen for small molecules that induce genotoxicity in human embryonic kidney (HEK293T) cells expressing luciferase-tagged ELG1 | HEK293T ELG1-luciferase reporter, luminescence, 16 h | Potency, µM (top dose mostly 46 µM), for inactives: at the top dose activity change, positive = activation, actives largely listed as activators | actives 1.3% (n = 330,000) | AID 504466, 2011; further: potency means the concentration at half of the fitted maximal effect; % of control where 0% means no effect; nearly all actives have a fitted effect of over 60% in size
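Quantitative HTS format in 1536-well plates. HEK293T ELG1-luciferase reporter cells receive test compound and are incubated 16 hr at 37 °C, 5% CO2; ONE-Glo added, 30 min room temperature, then luminescence read.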
ELG1 repair inh – qHTS screen for small molecules that inhibit ELG1-dependent DNA repair in human embryonic kidney (HEK293T) cells expressing luciferase-tagged ELG1 | actives 2.3% (n = 330,000) | Potency, µM (top dose mostly 46.1 µM), without a hit: at the highest dose activity change, negative = inhibition, hits mostly inhibitors | HEK293T ELG1-luciferase reporter, luminescence, 16 h; DNA damage induced by 5-fluorouridine; further: potency means the concentration at half of the fitted maximal effect; on the % scale 0 is the no-effect control and ±100 the full control effect; nearly all actives have a fitted effect of over 55% in size
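In this reporter screen, reduction of luminescence relative to DMSO vehicle indicated activity. Compounds and 5-fluorouridine were added together to 2,000 cells per well, incubated for 16 hr at 37 °C, then developed with ONE-Glo.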
TRPV1 ag – HTS Assay for Compounds that Act as Agonists of the Vanilloid Receptor 1. Transient receptor potential cation channel subfamily V member 1 (Homo sapiens), Q8NER1. TRPV1-expressing cells, Fluo-8 calcium influx, agonist mode. activation, % at 8.33 µM. actives 0.19% (n = 320,000). AID 540275, 2011; in the data active means activation above about 80%; inconclusive means between about 30% and that limit; further: 0% is about no effect
Target sequence (Q8NER1 whole entry, looked up): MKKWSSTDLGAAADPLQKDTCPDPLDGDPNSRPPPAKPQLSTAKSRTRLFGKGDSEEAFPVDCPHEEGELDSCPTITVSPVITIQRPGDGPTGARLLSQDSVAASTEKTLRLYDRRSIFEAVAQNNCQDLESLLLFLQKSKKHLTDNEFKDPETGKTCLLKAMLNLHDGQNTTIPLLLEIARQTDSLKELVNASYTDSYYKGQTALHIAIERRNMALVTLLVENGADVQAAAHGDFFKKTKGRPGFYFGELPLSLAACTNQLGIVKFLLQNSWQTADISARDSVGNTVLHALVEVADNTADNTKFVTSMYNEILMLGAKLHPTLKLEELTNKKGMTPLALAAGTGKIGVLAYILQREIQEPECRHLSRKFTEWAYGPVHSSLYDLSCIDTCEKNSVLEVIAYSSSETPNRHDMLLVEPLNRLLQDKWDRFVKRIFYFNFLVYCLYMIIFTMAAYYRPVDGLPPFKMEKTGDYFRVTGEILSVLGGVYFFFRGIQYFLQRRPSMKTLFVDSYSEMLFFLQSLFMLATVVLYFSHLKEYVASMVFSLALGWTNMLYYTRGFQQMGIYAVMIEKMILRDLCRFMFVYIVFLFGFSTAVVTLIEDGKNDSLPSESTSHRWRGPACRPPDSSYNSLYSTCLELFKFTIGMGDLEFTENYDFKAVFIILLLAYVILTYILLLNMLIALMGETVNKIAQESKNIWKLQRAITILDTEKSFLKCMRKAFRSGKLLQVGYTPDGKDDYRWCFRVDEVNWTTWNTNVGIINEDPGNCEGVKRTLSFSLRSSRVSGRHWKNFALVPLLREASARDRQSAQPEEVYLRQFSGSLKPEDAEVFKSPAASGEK
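TRPV1-expressing cells were cultured overnight at 35.5C and loaded with Fluo-8 calcium dye for 40 to 90 min at room temperature. After a 10 s baseline, compound was added and calcium influx was read kinetically for 3 min (ex 480/em 520 nm).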
Tb PFK inh – qHTS Assay to Find Inhibitors of T. brucei phosphofructokinase; T. brucei PFK, ADP-Glo luminescence; Potency, µM (titrated, usually from 57.5 µM), inactives show at the top dose activity, negative = inhibition, usual class: inhibitors; actives 0.17% (n = 330,000);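 further: potency means the concentration at half of the fitted maximal effect; 0% = uninhibited 1x PFK enzyme wells and -100% = no-enzyme wells; nearly all actives have a fitted effect of over 60% in size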
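ADP-Glo luminescence quantified ADP after 45 min at room temperature, with 1.25 nM T. brucei PFK, 0.1 mM ATP and 0.5 mM fructose-6-phosphate in pH 8.0 TEA buffer. qHTS titrations up to 57 µM; curves classified by quality.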
BRCA1 expr up – qHTS Assay to Identify Small Molecule Activators of BRCA1 Expression | actives 1.1% (n = 380,000) | MCF7-BRCA1-FFLuc reporter, luminescence, 48 h; response scale: scaled: vehicle 0%, 10 µM genistein 100% | Potency, µM (top dose mostly 46.1 µM), for inactives: at the top dose activation, actives largely listed as activators | AID 624202, 2012; further: potency means the concentration at half of the fitted maximal effect; nearly all actives have a fitted effect of over 80% in size; some results filed as inactive show a strong effect at the top dose
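Luminescence from a BRCA1-driven firefly luciferase in MCF7 cells was the read-out, taken 15 min after substrate addition following 48 h compound exposure at 37 °C. Data were normalized to a 10 microM genistein control and DMSO vehicle.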
Starred values were filed as active, the others as inactive; ? = inconclusive; nt = not tested or not shown; [ ] = another dose, or the depositor's remark. Unless noted, the call rests on the fitted dose curve; in most records, active means well fitted curve in the direction sought with a large enough effect; inconclusive means small, poorly fitted or top-dose-only effect, or another doubt; inactive means no such curve, though single readings can be large; an effect the other way counts as inactive or inconclusive. Outcome played no part in choosing rows; 15% or so of the library scored in one or more.

no. | SMILES | RORgamma inh | NPC1 promoter act | FLuc modulator | Rab9 promoter act | VP16 counter | p53 reactivation | ELG1 genotoxic | ELG1 repair inh | TRPV1 ag | Tb PFK inh | BRCA1 expr up
1 | CN(C)c1ccc(N=Nc2ccccc2C(=O)OCC(=O)Nc2ccccc2C(F)(F)F)cc1 | -7% | -1% | 9.5µM* | 24% | -7% | ? | 7% | 17% | 6 | 1% | -6%
2 | CCOc1ccc(N(CC(=O)Nc2cccc(C)c2C)S(=O)(=O)c2c(C)[nH]c(=O)[nH]c2=O)cc1 | 2% | 1% | -2% | -3% | 1% | 4% | -1% | -10% | -1 | 3% | -14%
3 | CCOC(=O)c1c(C)[nH]c(C(=O)OCC(=O)c2c(N)n(C)c(=O)n(C)c2=O)c1C | 0% | -2% | -5% | -4% | -5% | 7% | 2% | 0% | 1 | -7% | nt
4 | CSCCC(NS(=O)(=O)c1ccc2c(c1)OCCO2)C(=O)N(C)Cc1ccc(F)cc1 (centres undefined) | nt | 0% | 0% | -3% | nt | -2% | -26% | ? | -6 | 3% | -26%
5 | CCOC(=O)CSc1nc2c(c(-c3ccc(C)o3)c1C#N)CCCC2 | -15% | -3% | 2% | -2% | 7% | 3% | -1% | -16% | 16 | -4% | -16%
6 | COc1ccc(-n2c(-c3ccc(Br)cc3)c[n+]3c2SC(C)C3)cc1 (centres undefined) | -12% | -11% | 2% | -20% | -14% | -3% | -10% | 5.8µM* | 1 | -8% | -74%
7 | CC[C@H](C)[C@H](NC(N)=O)C(=O)Nc1ccc(C)cc1 | -4% | 0% | 2% | -1% | -7% | 3% | -1% | 3% | 1 | -2% | 3%
8 | COC(=O)/C=C1\S/C(=N\N=C\CC(=O)OC)NC1=O | 6% | -6% | -3% | -3% | -3% | 7% | -21% | 13% | -5 | 0% | 1%
9 | CC(C)(C)c1ccc(S(=O)(=O)C(C)(C)C)cc1 | 14% | -6% | 2% | 2% | -3% | 6% | 5% | 20% | 14 | 1% | 37%
10 | COc1ccc(S(=O)(=O)N(CCc2ccccc2)CC(=O)O)cc1Cl | -7% | 3% | 1% | 3% | -7% | -5% | 0% | 1% | -4 | 2% | 19%
11 | COc1ccc(CCN2CN(S(=O)(=O)c3ccccc3)c3nc4ccccc4nc32)cc1OC | -32% | -1% | -2% | 1% | -12% | 2% | -4% | -27% | -2 | 0% | -67%
12 | O=C(c1ccc(Br)o1)N1CCC(c2nc3ccccc3[nH]2)CC1 | nt | -3% | -19% | -3% | nt | 0% | -7% | 5% | 2 | 1% | -15%
13 | CC(C)C[C@H](NC(=O)NC1CCCc2ccccc21)C(=O)O (some centres undefined) | -6% | -1% | -1% | -3% | -4% | 0% | -2% | -25% | 3 | 0% | 32%
14 | CCOc1cccc(NC(=O)C(Cc2cccs2)c2nn[nH]n2)c1 (centres undefined) | 5% | 1% | 3% | 3% | -3% | 0% | 1% | -3% | 1 | -2% | 6%[1.84 µM]
15 | Cc1ccc(C)c(N2C(=O)c3ccc(C(=O)OCC(=O)c4c(N)n(C)c(=O)n(C)c4=O)cc3C2=O)c1 | 28% | -1% | 17% | 3% | 4% | -8% | 0% | 3% | 5 | 6% | 11%
16 | O=C(NNc1cc(N2CCOCC2)nc(N2CCOCC2)n1)c1ccc(Cl)c(Cl)c1 | 14µM* | -1% | -2% | -2% | ? | -5% | -1% | -3% | 7 | -11% | -20%
17 | CCOCCCN1C(=O)C2C(C(=O)Nc3ccc(OCC)cc3)C3C=CC2(O3)C1C(=O)NC1CCCCC1 (centres undefined) | -5% | -9% | -2% | -6% | -1% | -1% | 0% | 3% | 1 | -2% | -13%
18 | COC(=O)CCCC1=CC2=C(c3ccccc3)C(=O)C(C)(OC(=O)C3CCCC3)C(=O)C2=CN1CCN1CCOCC1 (centres undefined) | -2% | -1% | 0% | -2% | -18% | -3% | 1% | -1% | -3 | -4% | -1%
19 | CC1(C)Cc2c(cnn2-c2ccccc2)C(NC(=O)CCCN2CCCC2=O)C1 (centres undefined) | 3% | 0% | 0% | -2% | 1% | -7% | 7% | 1% | 3 | 1% | -3%
20 | CC(Oc1ccccc1)C(=O)N1CCc2ccccc2C1 (centres undefined) | -9% | 3% | 2% | 11% | -3% | 24% | 3% | 3% | ? | -3% | 0%

no. | SMILES | RORgamma inh | NPC1 promoter act | FLuc modulator | Rab9 promoter act | VP16 counter | p53 reactivation | ELG1 genotoxic | ELG1 repair inh | TRPV1 ag | Tb PFK inh | BRCA1 expr up
21 | COC(=O)CN1C(=O)[C@H]2[C@@H](c3ccc(C)o3)N3C(=O)CN(Cc4ccccc4)C(=O)[C@@]3(Cc3ccccc3)[C@H]2C1=O | -7% | -1% | 2% | 0% | -1% | nt | 1% | 10% | 3 | -1% | 10%
22 | CC(=O)Nc1ccnc(-c2cccnc2)n1 | 11% | 0% | 0% | 1% | -1% | 1% | -1% | -16% | -1 | 0% | -2%
23 | CCOc1c(C)cnc2c1c(=O)n(CC(=O)NCC1CCCO1)c(=O)n2C (centres undefined) | nt | -1% | -1% | -2% | nt | 3% | 6% | 0% | 1 | 0% | 1%
24 | COCCN(C(=O)c1sc2ccccc2c1Cl)c1c(N)n(CC(C)C)c(=O)[nH]c1=O | nt | 0% | 7% | 3% | nt | -13% | 2% | 4% | -4 | -3% | 2%
25 | Cc1ccc(SCc2[nH]nc3c2C(C(C)C)C(C#N)=C(N)O3)cc1 (centres undefined) | 6% | -4% | 5% | -5% | -4% | -6% | -4% | -15% | -3 | 2% | 7%
26 | CCOc1ccc2nc(Cl)c(C3CC(c4ccco4)=NN3S(=O)(=O)c3ccccc3)cc2c1 (centres undefined) | -9% | -1% | 1% | 2% | 14% | 4% | 0% | 0% | 3 | 6% | -22%
27 | COc1cccc(C2c3c(oc4ccc(F)cc4c3=O)C(=O)N2CCN2CCOCC2)c1OC (centres undefined) | -18% | -3% | -1% | 1% | -4% | 2% | -3% | 6% | -1 | 1% | 0%
28 | Cc1ccsc1/C=N/NC(=O)c1ccccn1 | -7%[10 µM] | 2µM* | 8.5µM* | 2.5µM* | ? | ? | ? | ? | 8 | -1% | ?
29 | Cc1ccc2nc(NC3=NCN(Cc4cccnc4)CN3)nc(C)c2c1 | 1% | -15% | 2% | -14% | -7% | 2% | -8% | -10% | 2 | -15% | 6%
30 | COc1ccc(C(CC(=O)O)NC(=O)COc2ccccc2OC)cc1OC (centres undefined) | -1% | 1% | 0% | -1% | -1% | 1% | -1% | 3% | 1 | -2% | -16%
31 | CCOc1cccc(C2/C(=C(/O)c3ccc4c(c3)CC(C)O4)C(=O)C(=O)N2Cc2ccncc2)c1 (centres undefined) | 4% | -4% | 2% | -2% | 3% | -4% | 5% | 18% | -5 | 1% | 0%
32 | CC(=O)NC(=S)Nc1ccc(S(=O)(=O)Nc2nc(C)cc(C)n2)cc1 | 7% | -3% | 1% | -1% | 1% | -4% | 9% | ? | 1 | 5% | 36%
33 | Cc1cc2cc(CNC(=O)c3ccc(Br)o3)ccc2n1C | 0% | -3% | -12% | -3% | -9% | -3% | 5% | -8% | 1 | -2% | -16%
34 | CCN1CCCC1CNS(=O)(=O)c1cc(Br)cc2c1N(C(=O)C1CC1)CC2 (centres undefined) | 1% | -11% | 4%[2.3 µM] | 2% | 1% | -4% | 1% | 10% | 0 | 3% | 0%
35 | CCN1CCN(C2CCCCC2NS(=O)(=O)c2ccccc2)CC1 (centres undefined) | -20% | -3% | 1% | -2% | -4% | -1% | 4% | 0% | 0 | -4% | -7%
36 | Fc1ccc(C2CC(c3ccccc3)n3ncnc3N2)cc1 (centres undefined) | -5% | -2% | 3% | 3% | 6% | -7% | -1% | 0% | 1 | 8% | 6%
37 | Cc1ccc(/C=N/NC(=O)CSc2nc3ccccc3o2)cc1 | 1% | 10% | ? | 28% | 4% | ? | ? | ? | 16 | -24% | 11µM*
38 | COc1ccccc1CN(Cc1nc2ccccc2c(=O)[nH]1)C(=O)Nc1ccccc1C | 10µM* | -2% | 1% | 0% | ? | 5% | -3% | ? | 4 | 0% | -1%
